TRPV1 ag = agonists of human vanilloid receptor 1 (TRPV1); Q8NER1; TRPV1-expressing cells, Fluo-8 calcium influx, agonist mode; activation, % at 8.33 µM; 0.19% of 320,000 active; AID 540275; in the data active = activation above about 80%; inconclusive = between about 30% and that limit; also: 0% is about no effect
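Cells expressing TRPV1 were dye-loaded with Fluo-8 and read kinetically: 10 s baseline, 3 min after compound (agonist portion), then 2 min after EC20 capsaicin (allosteric enhancer portion). Calcium-bound dye fluorescence at 480/520 nm.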
B2AR arrestin = recruits beta-arrestin to the human beta2-adrenergic receptor; AID 492947; Potency, µM (series often up to 46.1 µM), for the others: at the top dose activation, hits mostly activators; 0.02% of 330,000 active; P07550; beta-arrestin recruitment to beta2AR, cell-based reporter;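 also: potency is read from the fitted curve at half-maximal effect; 0% = DMSO controls and full agonism = EC100 isoproterenol or metaproterenol; nearly all actives have a fitted effect of over 65% in size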
MLL CXXC-DNA inh = MLL CXXC-DNA interaction inhibition; 0.037% of 290,000 active; Q03164; Potency, µM (doses to about 115 µM), without a hit: at the highest dose activity change, negative = inhibition, actives largely listed as inhibitors; AID 2662; MLL-CXXC / FITC-HOXA9 DNA fluorescence polarization; active = well fitted inhibition curve with a large enough effect in the polarisation, with a control signal flat, not every such curve was filed as active; inconclusive = small, poorly fitted or top-dose-only effect, or effect the other way, or a change in a side signal; inactive = no such curve, though single readings can be large or run the other way; the % refers to the polarisation; also: potency is read from the fitted curve at half-maximal effect
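Fluorescence polarization: 7 uM MLL-CXXC (stock) preincubated 5 min with compounds, then 50 nM fluorescein-HOX-A9 DNA (stock) added; 30 min ambient. Buffer 50 mM Tris-HCl pH 7.5, 50 mM NaCl, 1 mM DTT, 0.05% BSA.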
TSG101-PTAP inh = blocks PTAP/TSG101 interaction to inhibit HIV-1 budding; Q99816; Fluorescence polarization, FITC-PTAP peptide / Tsg101 binding; Potency, µM (series often up to 115 µM), for inactives: at the top dose activity change, negative = inhibition, hits mostly inhibitors; 340,000 tested, under 10 active; AID 493005; active = well fitted inhibition curve with a large enough effect in the main read-out, with a control signal flat, not every such curve was filed as active; inconclusive = small, poorly fitted or top-dose-only effect, or effect the other way, or a change in a side signal; inactive = no such curve, though single readings can be large or run the other way; also: potency is read from the fitted curve at half-maximal effect; % of control where 0% means no effect
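FP read-out: FITC-PTAP peptide, 50 nM final, binding Tsg101 binding domain, 10 uM final; 20 min, r.t.; 10 mM HEPES pH 7.5, 0.15 M NaCl, 0.01% Tween 20, 3 mM EDTA, 0.1 mM TCEP.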
TCR act = activators of T cell receptors; primary human leukocytes, anti-CD3, IL-2 HTRF, 48 h; Potency, µM (titrated, usually from 9.22 µM), for inactives: at the highest dose activation of IL-2 secretion, most hits filed as activators; 330,000 tested, under 10 active; also: % of control where 0% means no effect
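Readout: HTRF IL-2, Eu-cryptate/d2 antibody pair, 320nm excitation, 665nm emission. Stimulus: a-CD3 beads, no co-stimulation. Cells: primary human leukocytes. Exposure: 48 hr with compound.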
BRCA1 expr up = activators of BRCA1 expression | MCF7-BRCA1-FFLuc reporter, luminescence, 48 h; response scale: scaled: vehicle 0%, 10 µM genistein 100% | Potency, µM (doses to about 46.1 µM), for inactives: top-dose activation, hits mostly activators | 1.1% of 380,000 active | AID 624202; also: potency is read from the fitted curve at half-maximal effect; nearly all actives have a fitted effect of over 80% in size; some results filed as inactive show a strong effect at the top dose
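48 h compound treatment of MCF7-BRCA1-FFLuc cells (phenol-red free MEM, 37 °C), then 15 min with luciferase substrate and luminescence imaging.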
p53 reactivator = mutant p53 re-activation in reporter cells | AID 504706 | Potency, µM (doses to about 92.2 µM), inactives show top-dose activity change, positive = activation, hits mostly activators | 0.063% of 320,000 active | H1299 p53-A138V BP100-luciferase reporter, luminescence, 24 h; also: potency is read from the fitted curve at half-maximal effect; % of control where 0% means no effect; nearly all actives have a fitted effect of over 45% in size
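p53-null H1299 cells stably carrying temperature-sensitive p53-A138V and a BP100-luciferase reporter were pinned with compounds (4-point, 1:5 series) and held 24 hrs at 37 deg C. Luminescence was read 10 min after detection reagent.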
a7 integrin act = activators of alpha7 integrin expression for muscular dystrophy; alpha7betagal myoblasts, beta-gal FDG fluorescence, 48 h; Potency, µM (titrated, usually from 38.3 µM), without a hit: top-dose activation, most hits filed as activators; 0.064% of 350,000 active;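 also: potency is read from the fitted curve at half-maximal effect; 100% = response of the positive control SU9516; nearly all actives have a fitted effect of over 60% in size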
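Alpha7betagal+/- myoblasts (passage 13) were plated 16-24 hr, then exposed to compounds (1:260 dilution of DMSO stock) for 48 hours at 37C. After MPER lysis, β-galactosidase reporter activity was read as FDG fluorescence (ex 480/em 540) after 30 minutes.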
ELG1 DNA repair = ELG1-dependent DNA repair inhibition; 2.3% of 330,000 active; Potency, µM (doses to about 46.1 µM), without a hit: top-dose activity change, negative = inhibition, hits mostly inhibitors; HEK293T ELG1-luciferase reporter, luminescence, 16 h; DNA damage induced by 5-fluorouridine; also: potency is read from the fitted curve at half-maximal effect; % is scaled to controls: 0 for no effect and ±100 for the full control effect; nearly all actives have a fitted effect of over 55% in size
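Quantitative HTS, concentration-response format. 2,000 cells/well co-treated with 5-fluorouridine and compound, 16 hr in 5% CO2 at 37 °C; ONE-Glo luminescence read after 30 min.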
AT treatment = potential ataxia-telangiectasia treatment; […] A-T fibroblasts, KAP-1 phosphorylation AlphaLISA; neocarzinostatin DNA damage 30 min before lysis; Potency, µM (titrated, usually from 57.5 µM), without a hit: at the highest dose activation, most hits filed as activators; 0.19% of 320,000 active; AID 485349; also: potency is read from the fitted curve at half-maximal effect; % of control where 0% means no effect; nearly all actives have a fitted effect of over 45% in size
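hTERT-immortalized A-T patient fibroblasts ([…]), 500 cells/well in OPTI-MEM, 1% FBS, got compounds for 60 min, then NCS for 30 min at 37C. Lysates were then assayed for phospho-KAP-1 by AlphaLISA (anti-pKAP1 donor, anti-KAP1 acceptor beads), 6 hr at 25C.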
* marks the source's active call; other numbers are inactive results; ? = inconclusive; . = not tested or not shown; & = joins results of further samples; [ ] = another dose, or the depositor's remark. Unless noted, calls follow the shape of the dose curve; as a rule, active = well fitted curve in the direction sought with a large enough effect; inconclusive = small, poorly fitted or top-dose-only effect, or another doubt; inactive = no such curve, though single readings can be large; an effect the other way counts as inactive or inconclusive.

SMILES	TRPV1 ag	B2AR arrestin	MLL CXXC-DNA inh	TSG101-PTAP inh	TCR act	BRCA1 expr up	p53 reactivator	a7 integrin act	ELG1 DNA repair	AT treatment
O=C(Nc1cccc(F)c1)c1ccc(Cn2cc([N+](=O)[O-])cn2)o1	26.3	0.1%	-3.8%	1.4%	-0.5%	-15.8%	6.9%	-1.8%	?	1.8%
CS(=O)(=O)N1CCc2cc(C(=O)N3CCN(c4ccccc4F)CC3)ccc21	26.5	0.2%	30.8%	-1.2%	-4.4%	1.2%	-0.6%	-7.4%	12.0%	23.3%
CCOC(=O)CC/C(C)=N\N=C1\SC(CC(=O)O)C(=O)N1c1ccccc1 (stereo unspecified)	-1.9	0.2%	?	-2.6%	7.2%	-0.9%	-3.9%	0.0%	5.3%	0.4%
Cc1c(NC(=O)CN2C(=O)NC3(CCCCC3)C2=O)c(=O)n(-c2ccccc2)n1C	1.4	0.2%	3.7%	-2.0%	11.5%	-7.9%	0.0%	11.9%	3.8%	2.5%
C=C(C)CN1C(=O)C(O)(CC(=O)c2ccc3c(c2)OCCO3)c2ccccc21 (stereo unspecified)	1.5	0.2%	-6.9%	0.8%	-3.0%	-6.0%	-0.9%	0.0%	3.0%	0.2%
CN(Cc1ccccc1)c1nc2c(c(=O)n(C)c(=O)n2C)n1CCCc1ccccc1	17.3	-0.1%	10.6%	-2.8%	6.5%	-2.5%	-9.4%	29.6%	?	1.9%
CC(C)c1ccc(NC(=O)CSc2nc(=O)[nH]c3c2CCCC3)cc1	2.5	0.1%	.	-9.7%	3.4%	-5.6%	-8.3%	-42.9%	-17.1%	-2.6%
CCN(CC)C(=O)CSc1nc2ccccc2c(=O)n1OC(C)C	4.2	2.8%	-9.5%	-3.4%	2.9%	-29.9%	-1.2%	0.5%	-7.2%	-0.3%
CCN(CC(=O)Nc1c(Cl)cccc1Cl)C(=O)C1CCN(c2ncnc3sc(C)c(C)c23)CC1	-0.2	-0.2%	.	1.1%	5.5%	-5.2%	-0.8%	0.0%	?	0.3%
O=C(Cn1cc(COc2ccc(Br)cc2[N+](=O)[O-])nn1)c1ccc(O)cc1	.	.	.	-3.0%	9.3%	14.5%	.	24.2%	.	.
CC(CC(=O)Nc1ccc(Cl)c(S(=O)(=O)N2CCOCC2)c1)c1ccccc1 (stereo unspecified)	?	-0.1%	.	-2.9%	-2.0%	-77.1%	-8.2%	-21.8%	8.2µM*	6.3%
Cc1cc(C)n2nc(C(=O)Nc3nccs3)nc2n1	-2.4	3.2%	-12.0%	0.3%	.	59.9%	11.6%	16.3%[7.66 µM]	?	-4.0%
O=C(CSc1ncccn1)NCc1cccs1	-1.9	-0.1%	2.8%	-2.2%	14.7%	29.0%	-1.1%	6.1%	2.7%	3.0%
O=C(Nc1nc(-c2ccc(S(=O)(=O)N3CCOCC3)cc2)cs1)c1ccccc1	1.3	-0.1%	26.4%	1.5%&1.2%	4.0%&4.3%	-71.7%&-72.4%	1.4%	9.1%&-17.7%	12.6µM*	-1.6%
C=CCn1c(=NC(=O)c2ccco2)sc2cc(C(=O)OC)ccc21	-0.2	-1.1%	4.0%	-1.6%	-0.9%[46.1 µM]	28.5%	20.5%	12.2%	25.1%	10.8%
CCn1cnc2c1c(=O)[nH]c(=O)n2Cc1ccccc1	2.0	-0.8%	1.1%	-4.3%	-0.5%	-6.9%	2.5%	40.9%	?	0.0%
Cc1c(NC(=O)c2ccc(Cl)c(S(=O)(=O)N3CCCCC3)c2)c(=O)n(-c2ccccc2)n1C	-3.1	3.2%	-0.3%	.	-9.2%	-23.5%	0.7%	-3.2%	-31.1%	-0.3%
CN(C)c1nc(N2CCN(c3ccccc3)CC2)c(C#N)c(=O)o1	-2.8	-0.6%	-3.1%	-2.8%	-10.9%	-1.5%[1.84 µM]	1.1%	3.8%	-12.1%	.
CC(C)OC(=O)c1nnc(-c2ccccc2)nc1OC(C)C	?	-0.6%	-0.2%	-5.0%	0.7%	-64.3%	-4.9%	-6.3%	1.6%	1.7%
CCN(CC)C(=O)CSc1nc(O)cc(=O)n1C	-4.0	-0.1%	2.5%	.	.	-23.9%	17.2%	-4.0%	14.1%	-2.5%
N#Cc1c(NC(=O)C2CC(Cl)=CCC2C(=O)O)sc2c1CCCCC2 (stereo unspecified)	-1.5	-0.6%	9.0%	3.5%	14.3%	-4.4%	1.2%	4.2%	2.3%	4.5%
O=C(OCC(=O)N1CCCCC1)c1cc(=O)[nH]c2ccccc12	.	-0.4%	.	-0.9%	-0.6%	?	?	-3.7%	?	-3.7%
Cc1nc2ccccn2c1/C(O)=C1\C(=O)C(=O)N(CCN(C)C)C1c1ccco1 (stereo unspecified)	1.0	-0.1%	7.5%	-0.5%	-1.6%	-0.5%	0.3%	4.9%	-1.6%	-0.6%
CC1CCCCN1S(=O)(=O)c1ccc(C(=O)Nc2nnc(-c3cccs3)o2)cc1 (stereo unspecified)	1.1	0.2%	-7.8%	-0.3%	-7.8%	-65.0%	8.6%	-26.5%	?	.
Cc1ccc(CNC(=O)c2cc(-c3cc(C)cc(C)c3O)n[nH]2)cc1	28.7	0.1%	-9.4%	-0.2%	-7.1%	-1.7%	-2.5%	?	-15.9%	10.1%
SMILES	TRPV1 ag	B2AR arrestin	MLL CXXC-DNA inh	TSG101-PTAP inh	TCR act	BRCA1 expr up	p53 reactivator	a7 integrin act	ELG1 DNA repair	AT treatment
COc1ccc(S(=O)(=O)N(C)C[C@H]2Oc3c(NC(=O)C4CC4)cccc3C(=O)N([C@H](C)CO)C[C@@H]2C)cc1	.	-1.0%	.	-4.4%	0.8%	-7.5%	-0.4%	-12.7%	12.5%	-1.4%
Cc1ccc(C)c(Sc2ccc(NC(=O)CCl)cc2)c1	24.2	?	4.8%	-0.9%	-0.6%[46.1 µM]	-6.5%	-7.1%	-57.5%[inhibitor]	-14.1%	5.0%
O=C1NC(=Nc2ccccc2Cl)S/C1=C\c1cccc([N+](=O)[O-])c1O	-2.2	0.4%	-9.0%	-2.9%	3.1%	23.6%	.	8.9%	-19.1%	6.0%
CCCCC(C(=O)NC1CCCC1)N(C(=O)c1snc(C(N)=O)c1N)c1ccc(F)cc1 (stereo unspecified)	8.2	-1.0%	23.3%	-0.7%	-1.3%	-45.1%	-6.3%	7.3%	-11.4%	1.3%
O=C(NCC1CCCO1)c1ccccc1-c1nc(-c2ccccc2)no1 (stereo unspecified)	0.8	0.0%	-11.7%	-3.0%	0.1%	-12.9%	3.2%	-4.5%	13.5%	10.1%
CNC(=O)C1C2C=CC3(O2)C1C(=O)N(C1CC1)C3C(=O)NCc1ccc(OC)cc1 (stereo unspecified)	-2.4	-1.6%	5.6%	-7.2%	0.7%	17.7%	16.4%	13.6%	13.1%	-2.7%
Fc1ccc(CNCC2CCCO2)cc1 (stereo unspecified)	-2.4	0.1%	-10.6%	2.7%	.	-0.5%	12.4%	21.1%	2.9%	-7.8%
Cc1c(NC(=O)CSCc2ccccc2)cccc1C(=O)O	-1.8	-0.6%	0.8%	-3.2%	-3.1%	24.0%	.	8.8%	10.0%	-0.5%
NC(=O)Nc1ccc2c(c1)OCCO2	-3.7	-0.2%	5.6%	-2.0%	-3.5%	?	15.2%	3.2%	?	-4.8%
COc1ccccc1N1CSC2=C(C#N)C(c3ccc(SC)cc3)CC(=O)N2C1 (stereo unspecified)	.	-0.2%	-0.9%	-4.7%	-3.3%	-0.4%	-0.3%	1.2%	-2.6%	-11.9%
CC[C@@H]1C=C(C(=O)O)[C@H](c2ccc(Br)cc2)N1S(=O)(=O)c1ccc(C)cc1	.	-0.4%	.	-6.0%	5.3%	-3.4%	-9.3%	-7.8%	?	16.1%
CC(NC(=O)C1CCN(S(=O)(=O)N2CCC3(CC2)OCCO3)CC1)c1ccccc1 (stereo unspecified)	-4.9	0.0%	10.2%	1.5%	10.3%	-4.6%	4.6%	-2.8%	-9.0%	-3.7%
CCC(c1nnc(SCC(=O)N2CC3(C)CC2CC(C)(C)C3)o1)N(C)C (stereo unspecified)	-0.7	0.2%	1.4%	-2.9%	1.1%	-18.4%	-5.3%	-18.3%	1.1%	-2.4%
COc1cc(/C=N/NC(=S)NC2CC3C=CC2C3)cc(OC)c1OC (stereo unspecified)	-1.5	?	4.1%	-1.0%	2.0%	-35.5%	-4.2%	-8.4%	18.3µM*	-1.6%
Cc1ccc(-n2nnnc2SCC(=O)Nc2ccccc2-c2ccccc2)cc1C	-7.3	1.7%	-12.0%	0.0%	-0.2%[46.1 µM]	-29.2%	-14.3%	-27.1%	?	16.6%

Screens: PubChem, National Center for Advancing Translational Sciences (NCATS)
